Screens: PubChem BioAssay, Fisher Drug Discovery Resource Center
mcGAS lum – cyclic GMP-AMP synthase inhibitors, mouse, primary biochemical chemiluminescence | Q8C6L5 | recombinant cGAS, Kinase-Glo ATP depletion luminescence | inhibition, % at 12.5 µM | 0.15% of 160,000 active | AID 1259399, 2018;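 note: 0% = negative control wells and 100% = reference inhibitor with no enzyme activity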
hcGAS lum – Primary biochemical luminescence assay for human cyclic GMP-AMP synthase inhibitors; inhibition, % at 12.5 µM; 0.081% of 290,000 active; recombinant h-cGAS, ATP depletion, Kinase-Glo luminescence;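 note: 0% = vehicle reaction and 100% = reaction without DNA for no activity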
Target sequence (Q8N884 whole entry, looked up): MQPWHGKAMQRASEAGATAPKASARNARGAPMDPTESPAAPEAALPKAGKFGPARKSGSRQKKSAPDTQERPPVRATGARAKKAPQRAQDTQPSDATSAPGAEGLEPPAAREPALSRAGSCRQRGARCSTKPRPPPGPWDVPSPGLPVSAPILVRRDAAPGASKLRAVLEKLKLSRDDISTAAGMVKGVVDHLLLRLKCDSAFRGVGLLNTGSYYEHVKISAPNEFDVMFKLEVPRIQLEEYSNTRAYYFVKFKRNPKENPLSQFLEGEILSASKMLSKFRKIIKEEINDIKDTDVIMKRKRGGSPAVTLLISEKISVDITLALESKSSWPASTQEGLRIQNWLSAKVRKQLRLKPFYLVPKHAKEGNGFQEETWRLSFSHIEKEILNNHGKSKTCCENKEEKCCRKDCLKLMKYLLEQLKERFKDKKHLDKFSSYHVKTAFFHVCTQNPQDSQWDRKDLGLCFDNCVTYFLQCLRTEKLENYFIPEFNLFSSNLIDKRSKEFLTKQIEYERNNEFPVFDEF
NPYLR7 agonist – agonists of mosquito NPYLR7 receptor, primary screen, cell-based, Aedes aegypti, calcium fluorescence, mosquito biting behavior; Aedes aegypti neuropeptide Y-like receptor 7 (NPYLR7); HEK293T NPYLR7/Galpha15, GCaMP6s calcium fluorescence; activation, % at 10 µM; 0.15% of 270,000 active; AID 1259423, 2018; in the data active = activation above about 40%;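 note: 0% = vehicle and 100% = reference agonist at the receptor; some compounds past the cut are filed as inactive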
Starred values were filed as active, the others as inactive; . = not tested or not shown. Cut-off read from the data, not from the text of the source, unless noted: active = inhibition above about 40%; inactive = the rest.

Under each structure: mcGAS lum, NPYLR7 agonist, hcGAS lum
1	COc1cccc(-c2ccc(NC(=O)C3CCCN(Cc4ccccn4)C3)cc2)c1 (configuration not stated)
  ., 10.5, 1.3
2	COc1ccc(CCNC(=O)c2ccccc2N2CCC(NC(=O)Nc3ccccc3)CC2)cc1
  -5.3, 0.6, -6.1
3	Cc1nc2c(cc(OS(=O)(=O)c3cccs3)c3ccsc32)s1
  ., 6.6, -4.8
4	COc1ccc(Oc2coc3cc(OC)ccc3c2=O)cc1
  ., 10.8, -10.4
5	CCC(C(=O)NC(C)c1nnc(SCc2ccccc2)n1-c1ccc(Cl)cc1Cl)c1ccccc1 (configuration not stated)
  -3.5, 14.8, -5.2
6	Cc1nn(-c2ccc(F)cc2)c(C)c1C(=O)OCC1(C)COC1
  ., 8.4, -6.0
7	Cc1ccccc1C(c1ncccc1C)N(C)C(=O)C1CCN(C(=O)c2ccc(C#N)cc2)CC1 (configuration not stated)
  -3.8, 1.3, -3.6
8	CCC(C(=O)N1CCc2nc(Cc3ccccc3OC)nc(N3CCOCC3)c2C1)c1ccccc1 (configuration not stated)
  -5.4, -8.8, -4.1
9	C(=NN1CCOCC1)c1ccccn1
  -4.5, 5.5, -3.4
10	Cc1[nH]n(-c2ccccc2)c(=O)c1N=Nc1c(Cl)cccc1Cl
  -5.1, -4.3, -3.9
11	CN(C(=O)Cc1csc2nc(-c3ccc(F)cc3)cn12)C1CCCCC1
  -5.1, 1.4, 3.1
12	CC1Cc2cc(-c3cc(COC(=O)c4ccco4)no3)ccc2O1 (configuration not stated)
  ., 2.1, -1.0
13	CCCCOc1cc(Br)c(/C=N\O)cc1OC
  ., 4.0, -4.8
14	COc1ccc(C)cc1N1CC(C(=O)NC2CCCCC2)CC1=O (configuration not stated)
  ., 1.4, -2.7
15	Cc1cc(C(=O)Nc2ccc(-c3onc4c3CCc3ccccc3-4)cc2)c(C)o1
  -8.9, ., -12.8
16	COc1cc(OC)cc(C(=O)OCCN(C2=NS(=O)(=O)c3ccccc32)c2ccccc2Cl)c1
  -5.5, 9.3, -6.6
17	Cc1csc(C(C)N(C)C(=O)c2cc(Cn3nc(C)cc3C)[nH]n2)n1 (configuration not stated)
  ., 4.7, -11.3
18	COc1cc([N+](=O)[O-])ccc1-c1ccc(/C=C2\C(=O)N(c3cccc(C(=O)O)c3)N=C2C)o1
  -7.4, -6.5, -4.1
19	CCc1cc(NS(=O)(=O)c2ccc(F)c(C)c2)n[nH]1
  ., -6.3, 9.1
20	CCOC(=O)C1(CCOc2ccccc2)CCN(C(=O)C2CC(C(C)C)=NO2)CC1 (configuration not stated)
  ., 9.2, -3.9

Whole records from above. Order of values: mcGAS lum, NPYLR7 agonist, hcGAS lum
Results for COc1ccc(Oc2coc3cc(OC)ccc3c2=O)cc1 = ., 10.8, -10.4
Results for COc1cccc(-c2ccc(NC(=O)C3CCCN(Cc4ccccn4)C3)cc2)c1 (configuration not stated) = ., 10.5, 1.3

(more compounds)
Under each structure: mcGAS lum, NPYLR7 agonist, hcGAS lum
21	CCN1CCN(C(=O)c2ccc(CSc3nnc(-c4ccncc4)n3-c3ccccc3F)cc2)CC1
  -3.4, 14.5, -2.3
22	COc1ccc(/C=C/C(=O)NC2CCCN(C3Cc4ccccc4C3)C2)cc1 (configuration not stated)
  ., 3.8, -6.7
23	Cc1nn(C)cc1CN(C)Cc1cnc(S(C)(=O)=O)n1Cc1ccccc1F
  -10.3, -2.0, -6.3
24	O=C(Oc1cccc2cccnc12)c1ccco1
  -4.4, -5.5, -0.7
25	COCCn1cc(C(=O)N2CCN(C(=O)C3CCCCC3)CC2)c2nn(-c3ccccc3)c(=O)c-2c1
  -7.1, -0.2, -7.1
26	N#CC(=Cc1c[nH]c2ccccc12)C(N)=S
  ., 17.9, 6.4
27	CN(C)CC(C)(C)CN1CC2(CCCC2)Oc2ncccc2C1=O
  -4.2, -2.4, 8.6
28	Cc1cc(C)cc(NC(=O)CCN2C(=O)c3ccccc3C2=O)c1
  1.6, 7.8, 6.1
29	CN(NC(=O)C1CC=CCC1C(=O)N1CCN(c2ccccn2)CC1)c1ccccc1 (configuration not stated)
  -5.5, -10.9, -2.8
30	CCCSc1ncccc1C(=O)N(CC(C)C)CC(C)C
  -3.8, -9.7, -5.8
31	NC(=O)CCN(C(=O)CN1CCCc2c(F)ccc(F)c21)c1ccc(F)cc1
  ., -2.8, -4.0
32	C=CCN1C(=O)CC(N2CCOCC2)C1=O (configuration not stated)
  -4.6, 3.2, -6.7
33	CC1(C(=O)NS(=O)(=O)c2ccccc2Cl)CCN1C(=O)C/C=C/c1ccccc1 (configuration not stated)
  ., 0.9, -10.3
34	CCCCC1N2CC3([N+](=O)[O-])CN1CC([N+](=O)[O-])(C2)C3(C)C (configuration not stated)
  ., 12.1, -6.3
35	CSCCNC(=O)CC1C(=O)NCCN1Cc1ccc(F)cc1Cl (configuration not stated)
  ., 1.6, -2.3
36	CC(=O)c1cc(CC(=O)NCc2cc(=O)[nH]c(C(C)(C)C)n2)cs1
  -16.2, 11.6, -5.1
37	Cc1nc(-c2ccc(CNC(=O)CCc3c(C)[nH]c(=O)c(C#N)c3C)o2)cs1
  ., 9.0, -7.0
38	NC(=O)c1ccsc1NC(=O)c1ccccc1OCc1ccccc1
  ., 0.2, -10.6
39	O=c1[nH]c(Cn2nnc(-c3ccc(F)cc3)n2)nc2ccsc12
  2.5, 6.7, 3.8
40	O=C(NC1CC1)C(C1CCCC1)N1CCN(C(=O)c2cccc(F)c2)CC1 (configuration not stated)
  -1.9, -3.1, -2.2
41	Cn1c(Nc2ccc(NCC3CCCC3)cc2)c(C#N)c(=O)n(C)c1=O
  ., 1.3, -5.5
42	Nc1ncc(-c2cccc3ccccc23)cc1-c1cccc(C(F)(F)F)c1
  -1.5, -1.7, -3.4
43	CC(C)C(CN=C(N(C)C)N(C)C)N1CCCC1 (configuration not stated)
  ., 0.6, -5.6
44	CC(C)(C)c1cc(-c2nc3c4c(ncn3n2)CCC4)n[nH]1
  -6.7, 2.5, -5.5
45	Cc1cc(C)nc(N/N=C\c2c(C)nn(-c3ccccc3)c2N2CCCCC2)n1
  -3.3, -5.4, -5.5
46	O=C(Nc1ncc([N+](=O)[O-])s1)c1ccc(=O)n(Cc2ccc(F)cc2)c1
  ., 13.1, -8.0
47	CCCCN(CC(=O)N(CCc1c[nH]c2ccccc12)Cc1ccccc1)S(=O)(=O)c1ccc(F)cc1
  -4.0, ., -4.9
48	CC(C(=O)Nc1ccccc1Cl)N1CCCC(N(C)C)C1 (configuration not stated)
  -5.3, 1.6, -9.0
49	Cc1ccc(N2CC(c3nc(C)no3)CC2=O)c(Cl)c1 (configuration not stated)
  ., -6.7, -8.6
50	COc1ccccc1-c1csc2nc(CN(CC(O)c3ccccc3)C3CC3)[nH]c(=O)c12 (configuration not stated)
  -5.0, 7.3, -6.9
51	CC(=O)C(c1ccccc1)C1(O)C(=O)N(Cc2ccccc2)c2ccccc21 (configuration not stated)
  ., 11.6, 0.8
52	COCC(=O)Nc1ncc(Cc2ccc(F)c(F)c2)s1
  -8.3, 5.1, -11.4
53	C=CCn1c(C2CC2)nnc1S(=O)(=O)CC1CCCO1 (configuration not stated)
  ., 2.8, -6.8
54	Cc1[nH]nc(CCC(=O)NC2CC(=O)N(CCc3ccccc3)C2)c1C (configuration not stated)
  ., 6.5, -3.7
55	[O-][N+](=NO)[C@@H]1CCCC[C@@H]1[N+]([O-])=NO
  ., -3.5, 0.1
56	Cc1c(C(C)NC(=O)CC2=CCCCC2)cnn1-c1ccccn1 (configuration not stated)
  ., 25.9, -0.1
57	COCCN(Cc1cccs1)C(=O)COc1ccc2c(C)cc(=O)oc2c1
  ., -1.0, -6.6
58	CC(C)Cc1nc(CCC2CCOC2=O)n(-c2ccc(F)cc2)n1 (configuration not stated)
  ., 14.9, -11.5
59	COc1ccc(Cl)cc1C(=O)Nc1ccc(-c2nc3ccccc3o2)cc1
  -3.7, 12.5, -4.5
60	CCOC(=O)C1=C(C)N=c2s/c(=C\c3ccc(Cl)cc3)c(=O)n2C1c1ccc(OC)cc1 (configuration not stated)
  -3.9, 3.3, -1.2

Of the compounds above, three have an aryl thioether with sulfur outside any ring:
Under each structure: mcGAS lum, NPYLR7 agonist, hcGAS lum
5	CCC(C(=O)NC(C)c1nnc(SCc2ccccc2)n1-c1ccc(Cl)cc1Cl)c1ccccc1 (configuration not stated)
  -3.5, 14.8, -5.2
21	CCN1CCN(C(=O)c2ccc(CSc3nnc(-c4ccncc4)n3-c3ccccc3F)cc2)CC1
  -3.4, 14.5, -2.3
30	CCCSc1ncccc1C(=O)N(CC(C)C)CC(C)C
  -3.8, -9.7, -5.8

Entries listed so far that have a thiophene ring, fused or not (6):
Under each structure: mcGAS lum, NPYLR7 agonist, hcGAS lum
3	Cc1nc2c(cc(OS(=O)(=O)c3cccs3)c3ccsc32)s1
  ., 6.6, -4.8
36	CC(=O)c1cc(CC(=O)NCc2cc(=O)[nH]c(C(C)(C)C)n2)cs1
  -16.2, 11.6, -5.1
38	NC(=O)c1ccsc1NC(=O)c1ccccc1OCc1ccccc1
  ., 0.2, -10.6
39	O=c1[nH]c(Cn2nnc(-c3ccc(F)cc3)n2)nc2ccsc12
  2.5, 6.7, 3.8
50	COc1ccccc1-c1csc2nc(CN(CC(O)c3ccccc3)C3CC3)[nH]c(=O)c12 (configuration not stated)
  -5.0, 7.3, -6.9
57	COCCN(Cc1cccs1)C(=O)COc1ccc2c(C)cc(=O)oc2c1
  ., -1.0, -6.6

(further entries)
Under each structure: mcGAS lum, NPYLR7 agonist, hcGAS lum
61	O=C(Nc1ccc(F)cc1F)N(CC(=O)N1c2ccccc2-n2cccc2C1c1ccco1)C1CC1 (configuration not stated)
  -5.9, 24.8, -3.7
62	O=C(COc1cccc(F)c1)c1ccc2c(c1)N(Cc1ccc(C(=O)O)o1)C(=O)CO2
  ., 20.1, -3.9
63	COc1ccc(C(=O)N2C[C@@H](O)[C@H](NCc3ccc4c(c3)OCO4)C2)cc1
  -11.9, 5.2, -5.0
64	CCc1nc2ccc(C(=O)NC(C)(C)C)cn2c1N(C)Cc1cc2ccccc2s1
  -4.9, -4.8, -7.4
65	N#CSC1(c2ccccc2)C(=O)c2ccccc2C1=O
  ., -12.4, -5.1
66	CC(NS(=O)(=O)c1cccs1)C(=O)NCCc1cccc(Cl)c1 (configuration not stated)
  ., 1.9, -5.8
67	COCCN1C(=O)N(Cc2ccccc2)C2(CCN(C3CCC3)CC2)C1=O
  -6.6, 19.4, -3.3
68	CSc1ccc(COc2coc(CN3CCN(C(=O)C(OC(C)=O)c4ccccc4)CC3)cc2=O)cc1 (configuration not stated)
  -4.3, 24.7, -7.7
69	Cc1nc(CCC(=O)OC2CCN(C(=O)OC(C)(C)C)C2)cs1 (configuration not stated)
  ., -1.5, -3.1
70	CCC(C)N(CC(=O)N(Cc1ccc(F)cc1)Cc1cccs1)C(=O)Nc1ccccc1OC (configuration not stated)
  -5.9, 15.6, -10.1
71	COc1cc2c(cc1OC)C(CN)N(Cc1cccc(C)c1)CC2 (configuration not stated)
  -4.2, -0.6, -3.3
72	COc1cc(OC)nc(C(NC(=O)C2CCN(Cc3ccc(Cl)cc3)CC2)c2ccc(F)cc2)n1 (configuration not stated)
  -3.0, -6.1, -3.9
73	O=C(NCC1CCCO1)c1coc(CN(Cc2ccc3c(c2)OCO3)Cc2ccc(Cl)cc2Cl)n1 (configuration not stated)
  -4.5, 12.6, 1.6
74	Cc1ccc(NC(=O)Nc2nc(CN3CCCC3)cs2)cc1
  -4.4, 4.6, 3.2
75	O=c1nc(SCc2ccccc2)c2c(n1Cc1ccco1)CCC2
  -9.7, -3.5, -7.5
76	COc1cccc(NC(=O)N(CC(=O)N(Cc2ccc3c(c2)OCO3)Cc2cccs2)CC(C)C)c1
  -2.2, -0.7, -7.7
77	O=C(NCCn1nc(-c2ccc(Cl)cc2)ccc1=O)c1ccc2ccccc2c1
  -11.3, 8.4, -6.2
78	Cc1cc(C)n(CCNc2nc3c(C)c(Cl)ccc3s2)n1
  ., -2.8, 0.0
79	COc1cc(C=C2C(=O)c3ccccc3C2=O)ccc1OC(F)F
  ., 1.5, -4.0
80	CC(=O)Nc1cccc(NC(=O)CSc2ccc(NC(C)=O)nn2)c1
  ., -3.3, -5.8
81	CCOC(=O)c1ccc(N=c2oc3cc(O)ccc3cc2-c2nc3ccccc3[nH]2)cc1
  -5.8, 120.4*, -3.4
82	CCN(CC)Cc1cnc2c(C(=O)N(C)Cc3sccc3C)cnn2c1
  ., 26.5, -4.4
83	CCOC(=O)Cc1c(C)nc2ncnn2c1N1CCN(C(=O)c2cc(F)c(F)cc2F)CC1
  -5.5, 28.5, 1.6
84	O=C1C2=C(Nc3ccc4ccccc4c3C2c2ccncc2)c2ccccc21 (configuration not stated)
  ., -0.8, 4.1
85	COc1ccccc1OCC1CN(C(=O)CNC(=O)c2ccc(C)cc2)CCO1 (configuration not stated)
  -4.4, -7.6, -0.5
86	NCc1cc(-c2ccccc2)n[nH]1
  ., -11.3, -0.8

Among those listed so far, 4 contain a tert-butyl group:
Under each structure: mcGAS lum, NPYLR7 agonist, hcGAS lum
36	CC(=O)c1cc(CC(=O)NCc2cc(=O)[nH]c(C(C)(C)C)n2)cs1
  -16.2, 11.6, -5.1
44	CC(C)(C)c1cc(-c2nc3c4c(ncn3n2)CCC4)n[nH]1
  -6.7, 2.5, -5.5
64	CCc1nc2ccc(C(=O)NC(C)(C)C)cn2c1N(C)Cc1cc2ccccc2s1
  -4.9, -4.8, -7.4
69	Cc1nc(CCC(=O)OC2CCN(C(=O)OC(C)(C)C)C2)cs1 (configuration not stated)
  ., -1.5, -3.1

This is a random part of the collection; about 0.27% have a hit in one of these screens.
